AI-2 QS modul – modulators of Vibrio harveyi AI-2 quorum sensing system | Vibrio harveyi JMH597 AI-2 luminescence/OD600 ratio, 9 h; hits give low values; strain lacks LuxN and CqsS sensors; 0 = neutral-control median | activity change, % at 7.5 µM | AID 2094 | 300,000 compounds, 0.4% hits; in the data active = activity change below about -75%, passing the limit was not always enough;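 also: luminescence divided by OD600 gain over 9 h not by final OD600 alone; inactives centre near 13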
Platelet DG rel – modulates dense granule release in human platelets; inhibition, %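 (compounds screened at 7.5 µM in platelet-rich plasma)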; 300,000 compounds, 0.22% hits; human platelet-rich plasma, SFLLRN dense granule ATP release, luminescence;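 active = mean replicate score, as percent of positive control, at or above 50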
aSyn 5UTR inh – MLPCN primary screen, SNCA 5' untranslated region. alpha-synuclein 5'UTR reporter, inhibitor activity. inhibition, % (tested at 7.5 µM). 300,000 compounds, 0.82% hits; in the data active = inhibition above about 60%;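 also: H4 neuroglioblastoma cells stably carrying SNCA 5'UTR luciferase fusion; 0% = DMSO wells and 100% = positive control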
HSF1 inh – HSF1 inhibition. NIH3T3-HGL HSE-luciferase, MG132-induced, luminescence 8 h; hits give low values. activity change, negative = inhibition, % at 7.5 µM (by protocol). 300,000 compounds, 0.77% hits. AID 2098;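 active = more than half of replicate wells show activity change below -50%, luminescence cut by over half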;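 also: luciferase reports HSF-1 transcriptional activity via heat shock element; 0% = median of DMSO wells and -100% = zero luminescence signal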
HSF1 activator – increases HSF-1 driven luciferase reporter signal; NIH3T3-HGL HSF-1 luciferase reporter, MG132, 8 h; 100% = twice DMSO control signal; activation, % at 9 µM; 300,000 compounds, 1.7% hits; AID 504408;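 active = mean replicate activation of at least 50% with a set share of replicates each reaching 50%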;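 also: 0% = median of the neutral control wells and 100% = twice that signal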
KLF5 inhibitor – suppresses KLF5 promoter-driven expression. DLD-1 KLF5 promoter-luciferase reporter, luminescence. inhibition, % at 5 µM. 290,000 compounds, 0.23% hits. AID 1700;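 active = inhibition above a per-plate limit of that plate's mean compound inhibition plus 3 SD, cut at about 60% in these data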;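 also: 0% = DMSO wells and 100% = LY294002 at 200 µM; higher means less KLF5 promoter-driven luciferase light; inactives centre near -14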
HIF activator – HIF pathway transcriptional activation; activation, % at 7.5 µM (by protocol); 300,000 compounds, 0.32% hits; U2OS HRE-luciferase reporter, luminescence; normalized: DMSO 0%, desferrioxamine 100%;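 active = mean activation of at least 10% of the iron chelator positive control signal, with at least half of replicates also reaching 10%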
HSP90 inh – inhibitors of HSP90 luciferase refolding in rabbit reticulocyte lysate. luciferase refolding luminescence, 3 h. inhibition, % at 5.6 µM. 290,000 compounds, 0.91% hits;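 active = inhibition above the screen-wide mean plus 3 SD, computed separately per campaign, cut at about 16% in these data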;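 also: 0% = DMSO wells and 100% = 60 µM geldanamycin wells; inhibitors lower the luminescence because luciferase stays unfolded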
IEC-6 cytotox – counter-screen for KLF5 inhibitors: cytotoxicity in IEC-6 cells | IEC-6 cytotoxicity, luminescence viability | inhibition, % at 5 µM | 290,000 compounds, 0.78% hits | AID 1825; in the data active = inhibition above about 22%;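 also: 0% = plate median of test compound wells and 100% = cytotoxic reference compound wells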
SKKanGAS inh – inhibitors of SKKanGAS S. pyogenes growth in kanamycin (SK-promoter or general growth effect). BacTiter-Glo, 6 h. inhibition, % at 7.5 µM. 300,000 compounds, 1.3% hits;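 active = mean replicate score, as percent of positive control median, at least 50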;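 also: strain carries kanamycin resistance gene driven by streptokinase promoter and grows in 40 µg/ml kanamycin; loss of luminescence reflects streptokinase promoter inhibition or plain growth inhibition; 0% = median of DMSO wells and 100% = positive control at its reference dose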
* marks the source's active call; other numbers are inactive results; . = no result given.

SMILES	AI-2 QS modul	Platelet DG rel	aSyn 5UTR inh	HSF1 inh	HSF1 activator	KLF5 inhibitor	HIF activator	HSP90 inh	IEC-6 cytotox	SKKanGAS inh
O=C(Nc1ccc(F)c([N+](=O)[O-])c1)C1CCCO1 (configuration not stated)	5	-1	1	4	9	.	-0.4	.	.	1
CCOC(=O)c1csc(NC(=O)c2cc(OC)c(OC)c(OC)c2)n1	12	1	1	-4	6	-22	-0.3	3	12	-1
O=C(CCC1CCCN(C(=O)c2ccc(F)c(F)c2)C1)N1CCN(c2ccccn2)CC1 (configuration not stated)	31	3	-1	-6	-24	8	-0.4	-2	-5	2
C#CCOc1c(Br)cc(/C=N/O)cc1OCC	18	10	18	-4	-6	-8	-0.4	15	3	-7
COc1ccc(S(=O)(=O)N2CCCC2)cc1C(=O)N1CCCCC1	13	-19	-7	-7	2	-29	0.4	-3	-5	-4
CCOc1ccc(NC(=O)CN2CCN(CC(=O)Nc3ccc(OC)cc3)CC2)cc1	20	-12	19	-10	-5	-32	-0.1	4	4	2
CCN(C(=O)CCCCC(=O)N(CC)c1ccccc1)c1ccccc1	-4	2	-1	1	13	.	0.0	.	.	-6
CS(=O)(=O)N(CC(=O)N1CCCC1)c1ccc(Cl)cc1Cl	8	-2	-8	1	38	-18	0.7	1	-3	3
CCC(CC)C(=O)Nc1cc(OC)c(OC)cc1C(=O)O	11	-4	11	2	-13	1	0.9	-2	-1	8
CC(C)N(C(=O)CSc1nc(COc2ccccc2)nc2ccccc12)C(C)C	29	3	6	.	.	-34	-0.7	-2	-2	3
O=c1ccnc(Nc2ccc3c(c2)OCCO3)[nH]1	6	-1	-14	-37	-32	-22	0.1	0	0	9
CCCS(=O)(=O)N1CCN(Cc2ccc([N+](=O)[O-])cc2)CC1	10	-5	-23	-1	-11	-25	-0.6	-7	3	2
CC(Oc1ccccc1)C(=O)N1CCN=C1SCc1cccc(F)c1 (configuration not stated)	31	2	-3	-1	-14	10	-0.2	2	3	-1
Cc1ccc2nc(C)/c(=N\O)c(C)nc2c1	16	-10	-239	0	-2	-142	3.7	12	3	-3
O=C1/C(=C/c2cccs2)SC(=S)N1CCC(=O)N1CCCCC1CCO (configuration not stated)	12	-1	-109	0	2	-63	1.4	7	-1	-3

Profiles, quoted from the list.
`O=c1ccnc(Nc2ccc3c(c2)OCCO3)[nH]1` is listed with AI-2 QS modul: 6; Platelet DG rel: -1; aSyn 5UTR inh: -14; HSF1 inh: -37; HSF1 activator: -32; KLF5 inhibitor: -22; HIF activator: 0.1; HSP90 inh: 0; IEC-6 cytotox: 0; SKKanGAS inh: 9
`CCOc1ccc(NC(=O)CN2CCN(CC(=O)Nc3ccc(OC)cc3)CC2)cc1` is listed with AI-2 QS modul: 20; Platelet DG rel: -12; aSyn 5UTR inh: 19; HSF1 inh: -10; HSF1 activator: -5; KLF5 inhibitor: -32; HIF activator: -0.1; HSP90 inh: 4; IEC-6 cytotox: 4; SKKanGAS inh: 2

Next part:
SMILES	AI-2 QS modul	Platelet DG rel	aSyn 5UTR inh	HSF1 inh	HSF1 activator	KLF5 inhibitor	HIF activator	HSP90 inh	IEC-6 cytotox	SKKanGAS inh
CCc1c(C)sc(NC(=O)c2cccs2)c1C#N	10	-1	-158	7	2	-55	1.6	-6	8	-4
CC(=O)Nc1cccc(NC(=O)CCc2ccccc2)c1	30	5	4	5	-14	-15	0.2	2	-1	-8
COc1ccc(C(=O)N2c3ccccc3C=CC2C#N)cc1 (configuration not stated)	-13	1	7	5	-8	-7	0.3	-4	9	-12
C=CCN1C(=O)c2ccc(C(=O)N(C)CC(=O)Nc3c(C)cccc3C)cc2C1=O	37	-1	15	-3	-11	.	-5.3	.	.	2
COc1ccc(-c2cnnn2-c2ccc(NC(=O)/C=C/c3ccc(OC)c(OC)c3)cc2)cc1	10	-4	36	3	9	11	-0.4	3	4	22
O=C(NCc1ccc(F)cc1)c1cc2n(n1)C(C(F)(F)F)CC(C1CC1)N2 (configuration not stated)	-15	11	-5	-1	11	-2	-0.2	-1	4	0
O=C(O)c1ccc(CNCc2c(Cl)cccc2Cl)cc1	14	-1	-58	1	-6	-30	-0.1	2	1	-7
Cc1ccc(Cl)cc1NC(=O)CCn1cccc1	-5	-1	-3	-6	-6	-40	-0.5	0	5	4
Cc1cc(Cl)ccc1NC(=S)N1CCN(Cc2ccc3c(c2)OCO3)CC1	22	-2	19	-4	-10	-2	-0.1	7	6	-1
O=C(CCn1cnc2ccccc2c1=O)Nc1ccc(Cl)c(Cl)c1	21	-8	11	4	8	-15	0.0	-5	2	3
O=C(c1ccc(F)cc1)c1cc2ccc(O)cc2oc1=O	33	73*	-62	5	-1	-45	3.3	-2	0	65*
COc1cc(NS(=O)(=O)c2ccc(NC(=S)NC(=O)c3sc4ccccc4c3Cl)cc2)nc(OC)n1	-8	-6	27	-4	-11	-7	-0.2	2	1	36
CN(C(=O)C1CC1)C1CCS(=O)(=O)C1 (configuration not stated)	25	1	8	27	47	.	-14	.	.	-2
O=C(CC1NC(=O)NC1=O)Nc1ccc(Cl)cc1 (configuration not stated)	3	-1	-7	9	7	-15	-0.5	-7	-1	1
O=C(Nc1ccc(N2CCN(Cc3ccccc3)CC2)cc1)c1cccnc1	26	-3	-7	-5	-14	-16	-0.1	0	-10	-5
CC(C)Cc1ccc(S(=O)(=O)N2CCN(c3ccccn3)CC2)cc1	2	10	-2	3	-10	14	-1.9	-1	-2	3
COc1cc(C)c(NC(c2ccccc2)c2ccccc2)cc1OC	19	12	4	18	39	2	-0.1	-1	6	31
Cc1[nH]n(-c2ccccc2)c(=O)c1C(C[N+](=O)[O-])c1ccc(Br)cc1 (configuration not stated)	48	7	-24	181	210*	6	1.0	10	2	9
CCCCN(CC)CCCNC(=O)c1cn(-c2ccc(OC)cc2)c(=O)c2ccccc12	19	-6	-6	-1	-3	-22	0.2	-5	-2	-1
CCOC(=O)c1cnn2c(C(F)(F)F)cc(-c3cn(C)nc3C)nc12	31	2	8	-5	-10	-17	-0.1	1	-3	-3
Cc1csc(C(C)N(C)C(=O)CCc2nnc(CCc3ccccc3)o2)n1 (configuration not stated)	15	-4	15	0	-9	-24	0.6	1	1	1
O=C(CCNS(=O)(=O)c1cccs1)N1CCCCCC1	34	5	-102	3	34	-139	2.7	0	2	6
O=C(N/N=C\c1cc(Br)c(Br)o1)c1cncc(Br)c1	-16	0	-1	-7	-10	2	0.1	-4	10	-3
C=CCn1cc(C(=O)OCC)c(=O)c2cc(F)c(F)cc21	6	8	3	-6	-4	-8	-0.3	3	-1	0
O=S1(=O)CCC(NS(=O)(=O)c2ccc3ccccc3c2)C1 (configuration not stated)	28	7	4	-6	-12	-25	0.0	-2	2	-3
COc1ccc(/C(O)=C2/C(=O)C(=O)N(CCCN(C)C)C2c2ccc(Cl)cc2)cc1OC (configuration not stated)	9	-9	5	10	22	-9	0.8	1	5	2
Cn1ccnc1SCC(=O)c1ccc(Cl)cc1	-10	-53	.	2	17	-61	0.5	-1	1	-1
CCOc1ccc(NC(=O)CN(C)Cc2cc(=O)n3c(-c4ccccc4)csc3n2)cc1OCC	0	0	0	2	15	-19	-0.6	0	-2	11
N#CC(c1ccc(Cl)nn1)c1c(F)cccc1Cl (configuration not stated)	4	2	13	-24	-34	-22	0.3	2	4	-1
CCC(=O)/C=C1\Sc2ccccc2N1CC	15	11	3	5	4	20	1.0	5	1	5
CC(=O)c1ccc(NC(=O)C2(c3ccccc3)CCOCC2)cc1	7	8	-118	8	-12	-30	4.3	-5	-3	-1
O=C(C1Cc2ccccc2CN1S(=O)(=O)c1ccc(F)cc1)N1CCCCC1 (configuration not stated)	11	-2	1	3	21	19	-0.7	6	2	-2
COCCCN1C(=O)c2ccc(C(=O)Nc3ccccc3OC)cc2C1=O	-12	8	-8	0	18	-25	-0.8	3	-3	0
COc1cc(/C=N/NC(=O)c2c(C)nnn2-c2nonc2N)ccc1O	20	2	2	-6	-8	-20	-0.1	3	-3	-1
COc1ccc(C(=O)Nc2ccc(-c3n[nH]c(=S)o3)cc2)cc1	13	0	-8	-10	6	-20	-25	-3	-7	18
CC(C)Cc1nc2n[nH]c(N)c2c2c1CCCC2	22	-4	24	-10	-13	-32	-0.1	-1	0	26
O=C(COc1ccccc1Cl)NCCNC(=O)c1ccco1	18	6	-4	-7	12	-14	1.1	0	2	0
CCOC(=O)CNC(=O)CSc1nnc(-c2ccccc2)c(-c2ccccc2)n1	-3	-1	0	18	16	-15	0.8	-3	0	6
COc1cccc(-c2nnc(-c3ccco3)o2)c1	-6	9	-147	43	74*	-98	3.7	7	-4	-1
NC(N)=NC(N)=Nc1cccc2ccccc12	23	6	-3	-1	-7	1	0.2	5	1	-7
O=C(CCC(=O)N(CC(=O)NC1CCCCC1)c1ccc(F)cc1)Nc1nccs1	11	8	2	1	16	1	-0.2	1	2	1
O=C(Oc1cc(Cl)ccc1Cl)c1ccc(N2CCOCC2)c([N+](=O)[O-])c1	25	1	7	-2	-6	-30	-0.1	4	-6	26
COc1ccc(-c2cc3nc[nH]c(=O)c3s2)cc1	-2	10	-31	-3	19	-37	-0.2	6	0	56*
Cc1nc(-c2ccc(F)cc2)c(CC(=O)Nc2ccc(C)c(S(=O)(=O)N3CCOCC3)c2)s1	-7	-1	16	2	-7	-31	-2.0	-3	-3	22
CNS(=O)(=O)c1cn(CC(=O)NCc2ccc(F)cc2)cc1S(=O)(=O)NC	34	-3	3	-7	-12	-17	0.6	0	-3	-1
CC(C)OC(=O)CSc1nc2cc3c(cc2cc1C#N)OCO3	10	1	-149	10	19	-29	3.3	-2	-3	8
O=C(Nc1ncccn1)c1ccc([N+](=O)[O-])o1	-68	9	-28	24	19	-16	3.0	1	6	20
Cc1cc2c(c(=O)n1CCCn1ccnc1)C(c1ccco1)C(C#N)=C(N)O2 (configuration not stated)	4	3	7	-6	1	-20	-0.3	-2	-3	0
Cc1nnc(-c2ccc(N3CCCCCC3)c([N+](=O)[O-])c2)o1	.	-8	-49	11	24	-19	2.4	-5	5	6
CCN(CC)CCCNC(=O)c1cc(-c2ccc(Cl)c(Cl)c2)on1	10	-1	-44	-4	1	6	-0.6	-2	9	-2
O=C(Nc1nccs1)c1ccc([N+](=O)[O-])cc1	25	13	-75	12	43	-11	1.9	7	0	-4
CC(=O)c1ccc(N(CC(=O)NC2CCCC2)C(=O)c2ccc(C)s2)cc1	7	6	-27	4	3	-5	0.4	-2	13	6
COc1ccc(OC)c(NC(=O)CSc2ccc(-c3cccnc3)nn2)c1	12	-5	14	0	15	-18	0.0	-1	0	2
Cc1ccc(C(=O)COC(=O)c2cc(=O)[nH]c3ccccc23)cc1	16	-1	-26	3	3	3	0.9	-2	-1	1
Cc1ccc(C)c(C(=O)c2ccccc2NC(=O)c2ccccn2)c1	34	16	-11	2	3	3	7.8	-5	15	-6
CCCn1c2ccccc2c2cn[nH]c(=O)c21	65	3	12	-7	2	-36	-12	-4	-4	-3
COc1cc(C(c2c(C)[nH][nH]c2=O)c2c(C)[nH][nH]c2=O)cc(Cl)c1O	11	4	21	5	32	-5	0.1	5	4	-1
Cc1nc2nc(Cc3ccccc3)nn2c(C)c1Cl	35	-6	-17	2	11	-16	-0.4	2	-8	0

Compounds as they come. About 6% of those tested had a hit in this group.
